SR-BI HDL uptake = mouse SR-BI HDL lipid transfer inhibition | 320,000 tested, 0.96% active | inhibition, % at 12.5 µM | AID 488896 | ldlA[mSR-BI] CHO cells, DiI-HDL uptake fluorescence, 3 h;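 active = mean replicate inhibition of at least 70% and a set share of replicates each scoring 70 or more; inconclusive = meets just one of the two criteria; inactive = fails both criteria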;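 also: 0% = median of neutral control wells and 100% = median of positive control wells; values of inactives mirror those of a sister screen read the other way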
V-ATPase pH = yeast V-ATPase proton transport regulation by pHLuorin | 350,000 tested, 0.37% active | S. cerevisiae, pHLuorin cytosolic pH fluorescence | response, % at 10 µM; in the data active = response mostly above about 7.3%, no sharp cut-off; inactive = mostly below about 5.4%; also: actives read high; inactives centre near 0; some compounds called inactive have numbers as strong as hits; reference of the scale not given here
CDK5 inh = blocks human CDK5/p35 kinase activity; Q00535+Q15078; Recombinant CDK5/p35, ADP-Glo luminescence, 60 min; AID 488839; 330,000 tested, 0.01% active; inhibition, % at 10 µM;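 active = highest replicate inhibition of at least 50% and at least 75% of replicates reaching 50%; inconclusive = only one of the two criteria met; inactive = both criteria failed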;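 also: plate controls were DMSO neutral control for no effect and GW8510 at 10 µM for full effect; many of its hits are not listed in these tables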
PvdQ acylase = blocks Pseudomonas aeruginosa PvdQ acylase activity; inhibition, % at 10 µM; 340,000 tested, 0.063% active; purified PvdQ acylase, fluorescence plate reader; AID 488965; in the data active = inhibition above about 30%, passing the limit was not always enough; inconclusive = no clear call, values can overlap the other calls;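 also: 0% = vehicle neutral wells and 100% = reference inhibitor wells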
HTR5A inv ag = inverse agonist of human HTR5A in OPRM1-OPRD1 counter-screen; P47898; HTR5A cell line, luminescence, inverse agonism; inhibition, % at 9.3 µM; 340,000 tested, 0.083% active; in the data active = inhibition mostly above about 23%, no sharp cut-off; inactive = mostly below about 18%;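 also: 0% = cells with DMSO and 100% = no-cell wells with DMSO; some compounds called inactive have numbers as strong as hits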
Target sequence (P47898 whole entry, looked up): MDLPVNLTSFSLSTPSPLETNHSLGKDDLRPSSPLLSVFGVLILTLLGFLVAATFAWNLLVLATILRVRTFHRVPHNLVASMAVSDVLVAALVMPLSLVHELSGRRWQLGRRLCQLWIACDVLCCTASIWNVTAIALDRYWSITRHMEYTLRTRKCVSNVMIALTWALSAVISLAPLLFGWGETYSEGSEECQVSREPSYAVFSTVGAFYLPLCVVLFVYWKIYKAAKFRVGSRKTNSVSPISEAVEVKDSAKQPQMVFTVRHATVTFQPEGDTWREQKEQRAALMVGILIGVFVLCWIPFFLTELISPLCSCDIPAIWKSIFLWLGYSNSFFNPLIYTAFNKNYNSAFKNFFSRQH
dFosB act = enhances mouse delta FosB homodimer DNA binding; purified delta FosB, TAMRA-CDK5 oligo fluorescence polarization; percent of positive-control signal above neutral wells; activation, % at 25 µM; AID 493131; 340,000 tested, 0.99% active;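 active = mean activation above about 17%, with every replicate also reaching it, limit read from the data, passing the limit was not always enough; inconclusive = only one of the two conditions met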;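 also: fluorescence polarization rise as delta FosB binds a TAMRA Cdk5 AP-1 oligo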
Target sequence (P13346 whole entry, looked up): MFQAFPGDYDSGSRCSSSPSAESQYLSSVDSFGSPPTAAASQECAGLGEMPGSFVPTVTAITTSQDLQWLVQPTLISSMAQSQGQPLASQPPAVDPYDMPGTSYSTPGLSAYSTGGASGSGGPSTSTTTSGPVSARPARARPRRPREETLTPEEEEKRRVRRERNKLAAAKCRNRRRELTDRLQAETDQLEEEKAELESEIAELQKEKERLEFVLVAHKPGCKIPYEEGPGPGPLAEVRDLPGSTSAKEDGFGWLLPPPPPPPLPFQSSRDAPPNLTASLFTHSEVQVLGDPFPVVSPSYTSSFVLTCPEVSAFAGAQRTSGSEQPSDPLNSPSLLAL
HTR5A ag ctr = activates human HTR5A in OPRM1-OPRD1 agonist counter-screen; HTR5A agonist assay, luminescence, cell-based; activation, % at 9.3 µM; 340,000 tested, 0.61% active; AID 504692; in the data active = activation mostly above about 9.5%, no sharp cut-off; inactive = mostly below about 7.6%;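 also: 0% = cells with vehicle only and 100% = reference agonist; strong numbers were not always called active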
NSD2 HMT inh = blocks human histone methyltransferase NSD2; inhibition, % at 12.5 µM; NSD2 peptide methylation, AlphaScreen, 120 min; O96028; 310,000 tested, 0.54% active; in the data active = inhibition above about 50%
Wnt bcat act = activators of Wnt/beta-catenin signaling; Wnt/beta-catenin reporter cell assay, activator, plate reader; activation, % at 9.35 µM; 300,000 tested, 1.2% active; in the data active = activation above about 30%, passing the limit was not always enough; inconclusive = no clear call, values can overlap the other calls;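 also: 0% = neutral control wells and 100% = positive control wells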
MITF act = activators of MITF-driven TRPM1 promoter activity in SK-MEL-5 cells; SK-MEL-5 TRPM1-promoter luciferase, 24 h; % of positive control, neutral wells = 0; activation, % at 12.5 µM; 300,000 tested, 0.75% active; AID 588334;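 active = mean activation of at least 80% with every replicate also reaching 80%; inconclusive = mean reaches 80% but some replicate falls short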;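 also: 0% = neutral control wells and 100% = parthenolide positive control wells; values of inactives mirror those of a sister screen read the other way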
Numbers without * were called inactive; ? = inconclusive; · = no result given; & = joins results of further samples.

SMILES	SR-BI HDL uptake	V-ATPase pH	CDK5 inh	PvdQ acylase	HTR5A inv ag	dFosB act	HTR5A ag ctr	NSD2 HMT inh	Wnt bcat act	MITF act
O=C(Oc1csc(=S)n1C(=O)c1ccccc1)c1ccccc1	·	5.3	1.4	-0.4	-4.0	-4.2	4.1	·	·	8.9
COc1ccc(S(=O)(=O)Nc2ccc3cn[nH]c3c2)cc1[N+](=O)[O-]	-23.0	-0.7	-0.3	6.4	16.9	-10.3	1.9	·	-2.7	-20.9
O=[N+]([O-])c1cc([N+](=O)[O-])c(Oc2cccc3c2CCCC3)cc1NN1CCCCC1	?	0.4	-0.5	6.8	15.3	6.9	-5.2	·	-0.7	-17.3
COc1ccc(Nc2nc3ccccc3c(=O)[nH]2)cc1	-3.3	-1.4	-0.4	-4.9	-4.6	3.2	1.5	·	4.2	2.2
CCOC(=O)C1(CC2CCCCO2)CCN(C(=O)Nc2ccccc2CC)CC1 (centres undefined)	58.5	-2.1	0.6	0.3	6.4	-10.2	0.2	38.4	-23.0	7.3
Nc1cc(C(=O)OCC(=O)c2ccc(CC(=O)N3CCOCC3)s2)ccc1Cl	12.3	2.3	-1.4	-6.7	1.7	-0.9	-0.7	-2.0	0.1	-4.7
CC(C)(C)OC(=O)C[C@H]1C/C=C\C[C@@H](CC(=O)N[C@H](CO)Cc2ccccc2)C(=O)NC[C@H](c2ccccc2)OC1=O	·	-0.7	1.8	-7.9	12.2	-8.2	-4.8	·	-2.0	-2.1
Cc1ccc(NC(=O)CC2Oc3ccccc3NC2=O)c(C)c1 (centres undefined)	13.6	0.1	0.0	9.9	-13.6	6.9	4.6	·	-0.2	-8.5
O=C(Cc1ccc(S(=O)(=O)N2CCOCC2)s1)N(Cc1ccccc1)c1ccccc1	-6.8	0.9	0.1	-0.8	19.1	5.0	2.6	0.0	5.4	5.0
Cc1ccc(CNC(=O)CCNC(=O)c2ccc(Br)o2)cc1	-11.7	1.3	0.0	2.2	-9.1	1.4	2.8	6.8	·	4.5
COc1ccccc1NC(=O)c1ccc(N2CC3CC(C2)c2cccc(=O)n2C3)c(NC(=O)c2ccncc2)c1 (centres undefined)	-21.9	-3.0	-0.7	6.8	-5.1	0.1	4.7	2.4	-2.0	0.8
O=C(CSCc1cccc(Br)c1)N=Nc1c(O)[nH]c2ccccc12	-34.2	2.9	-3.7	5.3	-8.8	-3.1	3.4	-5.2	-0.3	·
Cc1cc(C)c(S(=O)(=O)Nc2ccc3c(c2)CCC3)c(C)c1	26.0	1.2	1.4	-13.3	7.2	-2.6	-2.7	-5.1	-1.1	-7.8
O=C(NCCCN1CCC(Cc2ccccc2)CC1)c1ccc2nc(N3CCOCC3)sc2c1	·	-1.7	0.3	6.8	-35.2	6.7	1.7	10.8	-1.5	2.4
O=C(Nc1cccc(Cl)c1)c1ccc(-n2cncn2)c([N+](=O)[O-])c1	22.9	6.5	-0.1	-9.3	3.8	-7.3	-1.2	-0.6	0.2	·
CN1CCC2(CC1)C1CN(C)CC=C1C(C#N)=C(N)C2(C#N)C#N (centres undefined)	-16.4&-20.9	-2.5&3.4	1.5&0.2	3.9&-5.9	-0.3&7.7	-0.5&-6.6	3.4&-2.9	10.1	9.8	-5.3&-4.5
COc1ccc(NC(=O)CNC(=O)c2nn(-c3ccc(OC)c(OC)c3)c(=O)c3ccccc23)c(OC)c1	·	0.6	-1.3	-0.4	-2.5	6.2	0.9	-7.2	-1.5	4.9
COc1ccc(-n2nc(C(=O)NCc3ccco3)c3ccccc3c2=O)cc1	18.5	-1.4	1.2	-3.9	-17.7	-12.3	0.0	-1.5	·	-12.9
COc1ccc(Nc2nnc(Cc3ccncc3)c3ccccc23)c(OC)c1	23.0	1.4	-0.6	-4.5	5.1	-6.2	-1.4	0.3	1.1	4.1
COc1cccc(C(C)NC(=O)Nc2cc(Cl)ccc2OC)c1 (centres undefined)	39.5	-1.8	-0.4	-13.2	4.8	-6.8	3.0	-2.7	-2.6	-0.5
CCc1ccc(C(=O)CN2C(=O)NC(C)(c3ccc(C)cc3)C2=O)cc1 (centres undefined)	-31.6	-0.7	-1.8	-1.0	7.9	-7.8	-3.1	25.3	-1.3	-18.7
CC(=O)C1=C(c2ccccc2)NC(=O)NC1c1ccc2c(c1)OCO2 (centres undefined)	1.0	-1.5	2.2	14.0	-23.5	-3.6	8.3	0.9	-0.6	-19.5
Cc1cccc(C(=O)NCC(=O)OCC(=O)c2cc(C)n(CC3CCCO3)c2C)c1 (centres undefined)	6.1	-0.7	-0.6	-13.1	-4.2	-11.2	-2.6	-3.1	-1.1	8.5
CCCCN(CCCC)c1ncnc2nc[nH]c12	6.8	-1.2	5.0	-5.2	9.0	-8.2	-3.2	-4.5	1.4	0.9
COc1ccc(CNC(=O)CNC(=O)c2c(C)nn(C)c2Cl)cc1	-18.1	2.6	-3.8	-9.2	-1.1	-8.5	0.4	-3.4	-1.0	16.8
CC(=O)c1cc2c(cc1NC(=O)c1ccc(C)cc1)OCCO2	47.4	-2.0	-0.5	-21.2	-15.7	-0.3	4.3	-5.4	0.8	8.5
Cc1ccc(NC2=C(C(=O)c3ccccc3)N(C)S(=O)(=O)c3ccccc32)cc1	21.3	-2.0	-1.8	-0.9	-18.1	-10.1	-2.0	5.4	-2.3	1.0
Cc1cccc(CCNC(=O)C2CCC(=O)N(Cc3ccccc3F)C2)n1 (centres undefined)	-10.7	-4.7	-1.5	-1.7	5.3	-3.5	0.0	-2.0	6.4	-9.4
COC(=O)c1ccccc1NC(=O)c1cc(OC)cc(OC)c1	35.0	-2.2	0.6	-4.6	-25.9	-10.7	1.5	-0.1	-0.5	·
Cc1ccc2cc3cc(C(=O)NCCCN4CCc5ccccc5C4)oc3nc2c1	39.0	-1.7	-0.1	-11.0	0.5	-29.9	0.7	-1.4	·	5.6
Cc1cccc(OCc2nnc(SCC(=O)N3CCCC3)n2C)c1	-5.2	-1.8	0.2	2.4	-12.8	3.1	-2.3	-5.3	-4.7	5.7
C=CCc1cc(/C=N/NC(=O)CSc2nnc(CCCc3ccc(OC)cc3)o2)cc(OC)c1O	35.6	-0.1	0.8	-13.9	-14.2	-5.6	3.8	-0.5	·	9.8
O=C(O)CCc1ccc(-c2cccs2)n1NC(=O)c1ccc(Cl)cc1	-35.1	-1.6	-3.4	-3.9	1.4	-1.8	-0.5	32.6	·	-15.4
COc1cccc(O)c1CN1CCC(n2nccc2NC(=O)c2ccc3c(c2)OCO3)CC1	25.3	2.3	0.9	-8.6	21.4	0.9	1.7	3.5	3.3	1.0
CCOC(=O)CN(C#N)c1nc(C)cc(C)n1	-25.4	-2.7	·	-9.9	-5.1	-0.9	-4.8	-2.2	-1.7	-9.4
O=C(CC1N=C(Cc2ccccc2)NNC1=O)N/N=C/c1ccc([N+](=O)[O-])cc1 (centres undefined)	16.8	-1.5	0.8	-7.1	42.2	-6.9	3.9	-2.3	-0.6	17.9

Single values from above.
Cc1cccc(CCNC(=O)C2CCC(=O)N(Cc3ccccc3F)C2)n1 (centres undefined) – dFosB act: -3.5
CC(=O)c1cc2c(cc1NC(=O)c1ccc(C)cc1)OCCO2 – HTR5A inv ag: -15.7
Cc1cccc(OCc2nnc(SCC(=O)N3CCCC3)n2C)c1 – MITF act: 5.7
COC(=O)c1ccccc1NC(=O)c1cc(OC)cc(OC)c1 – SR-BI HDL uptake: 35.0

Just dFosB act and SR-BI HDL uptake, for two of the compounds above:
canonical_smiles	dFosB act	SR-BI HDL uptake
Cc1ccc(NC2=C(C(=O)c3ccccc3)N(C)S(=O)(=O)c3ccccc32)cc1	-10.1	21.3
Cc1cccc(CCNC(=O)C2CCC(=O)N(Cc3ccccc3F)C2)n1 (centres undefined)	-3.5	-10.7

Returning to the listing with the 3 entries that preceded the break.
SMILES	SR-BI HDL uptake	V-ATPase pH	CDK5 inh	PvdQ acylase	HTR5A inv ag	dFosB act	HTR5A ag ctr	NSD2 HMT inh	Wnt bcat act	MITF act
COc1cccc(O)c1CN1CCC(n2nccc2NC(=O)c2ccc3c(c2)OCO3)CC1	25.3	2.3	0.9	-8.6	21.4	0.9	1.7	3.5	3.3	1.0
CCOC(=O)CN(C#N)c1nc(C)cc(C)n1	-25.4	-2.7	·	-9.9	-5.1	-0.9	-4.8	-2.2	-1.7	-9.4
O=C(CC1N=C(Cc2ccccc2)NNC1=O)N/N=C/c1ccc([N+](=O)[O-])cc1 (centres undefined)	16.8	-1.5	0.8	-7.1	42.2	-6.9	3.9	-2.3	-0.6	17.9
CCOC(=O)[C@H]1[C@H]2COc3ccc(Cl)cc3[C@@H]2N2C(=O)[C@@H](CO)NC(=O)[C@@]12C	-9.4	4.6	1.9	10.8	-9.9	5.5	3.4	·	1.1	·
CC[n+]1c(C)cc2c(sc3ccccc32)c1C	-4.8	1.6	-3.3	-14.0	15.9	-5.4	-1.7	2.2	-0.7	-3.4
O=C(NNc1nc2ccc(Cl)cc2s1)c1cc(-c2cccs2)nc2ccccc12	89.4*	1.0	-0.4	-2.0	-15.6	?	6.0	·	-1.9	-5.4
C=CCc1ccc(OCC(O)CN2CCN(Cc3ccc(Cl)cc3)CC2)c(OC)c1 (centres undefined)	14.6	-1.8	-2.9	-12.7	-16.2	-1.2	7.6	3.3	-0.8	-2.8
COc1ccc(-c2cc(=O)oc3cc(OCC(=O)N(C)C)ccc23)cc1	23.8	3.0	-3.7	-9.3	-4.5	-19.0	1.2	-2.1	0.2	-0.2
CCN(CC)CCNC(=O)c1ccc(NC(=O)c2cc(S(=O)(=O)N3CCCCC3)ccc2C)cc1	-1.9	-3.2	1.4	-1.8	-30.8	-2.4	12.3*	15.6	-3.6	4.5
COC(=O)c1cc(C)sc1NC(=O)CSc1ncccn1	-5.2	2.6	-0.6	-4.5	-11.8	-5.6	-0.1	-5.9	0.4	7.0
O=C(CSc1nnc(CNc2cccc(C(F)(F)F)c2)n1Cc1ccco1)NCc1ccco1	-3.2	6.5	-0.3	1.0	6.5	0.5	1.0	-1.8	-0.5	-2.1
O=C(Cc1cccs1)N(CC1CCCO1)C1(C(=O)NC2CCCCC2)CCCCC1 (centres undefined)	7.0	4.4	0.5	1.0	3.2	-7.0	-1.3	-1.1	-1.7	0.4
Cc1ccc2oc(C(=O)NCCCN3CCOCC3)c(C)c2c1	-3.7	-1.2	1.1	-1.7	4.4	-4.0	-1.0	0.7	21.9	50.8
O=C(N/C(=C\c1ccccc1)C(=O)N1CCOCC1)c1ccc(Br)o1	-9.1	5.8	-0.6	11.2	-5.8	-9.1	-1.8	6.1	-6.4	-2.2
CCC(C)(C)C1CCc2[nH]nc(C(=O)N/N=C(\C)c3ccco3)c2C1 (centres undefined)	35.5	6.8	-5.6	-7.4	4.5	-2.2	-3.7	5.7	4.2	·
